High-throughput results deposited in PubChem BioAssay by ICCB-Longwood Screening Facility, Harvard Medical School.
PV pol inh: poliovirus RdRp elongation inhibitors, primary screen, biochemical, fluorescence polarization, total intensity | Genome polyprotein (Poliovirus type 1 (strain Mahoney)), P03300 | poliovirus polymerase elongation; stronger effect = lower value | % elongation, % (compound at 16.7 µg/mL) | hit rate 0.66% among 150,000 | AID 588519, 2011; in the data active = % elongation below about 90%; also: some results filed as inactive read as strong as hits
Target sequence (P03300 1749-2209 limits assumed): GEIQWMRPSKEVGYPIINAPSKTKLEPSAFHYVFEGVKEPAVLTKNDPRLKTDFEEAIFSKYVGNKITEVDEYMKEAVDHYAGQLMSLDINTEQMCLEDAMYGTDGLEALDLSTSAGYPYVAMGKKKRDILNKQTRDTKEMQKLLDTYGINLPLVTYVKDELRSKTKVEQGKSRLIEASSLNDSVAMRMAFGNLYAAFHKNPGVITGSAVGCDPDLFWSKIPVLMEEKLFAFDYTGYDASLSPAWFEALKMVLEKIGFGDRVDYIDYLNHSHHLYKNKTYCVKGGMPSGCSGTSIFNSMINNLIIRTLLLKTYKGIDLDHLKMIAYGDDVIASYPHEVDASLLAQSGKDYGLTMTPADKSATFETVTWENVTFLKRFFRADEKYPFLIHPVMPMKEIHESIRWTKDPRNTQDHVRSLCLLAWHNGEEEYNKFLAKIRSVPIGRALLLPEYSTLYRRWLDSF
PV pol inh FP z-score: second read-out of PV pol inh, no call of its own (marks repeat the call); z-score; measured here: FP z-score; hits read low
The depositor's hits bear a star; & = joins results of further samples. Not all compounds are listed; rates above refer to the full screens.

SMILES	PV pol inh	PV pol inh FP z-score
Cc1ccc(NC(=O)c2ccccc2Br)c(C(=O)c2ccccc2)c1	102	-0.2
Cn1cccc/c1=N/c1cccc[n+]1C	101	-0.1
Cn1c(SC/C(O)=C(\C#N)c2nc3ccccc3[nH]2)nc2ccccc21	113	1.5
N#CC1=C(N)Nc2c(c(=O)oc3ccccc23)C1c1ccc(Br)cc1 (centres undefined)	110	0.8
Cc1ccc(Cn2cnc3cc(C)c(C)cc32)cc1	103	0.1
CCOC(=O)c1cnc2ccc(C)cc2c1Nc1ccc(N(CC)CC)cc1	109	1
Cc1cc(C)cc(NC(=O)CSc2nc3c(cnn3-c3ccc(F)cc3)c(=O)[nH]2)c1	107	0.8
CCn1c(=O)c(C(=O)Nc2ccc(C(C)=O)cc2)nc2ccccc21	116	1
COc1ccccc1CNC(=O)CCC1N=C2c3ccccc3N=C(SCC(N)=O)N2C1=O (centres undefined)	109	0.4
COc1cc(NC(=O)CCn2nc(C)cc2C)cc(OC)c1OC	107	0.3
CC1CN/C(=C/C(=O)c2ccc(Br)cc2)C(=O)N1 (centres undefined)	105	0.6
Cc1c(Cl)cccc1NC(=O)CSc1ncccc1C(=O)Oc1ccccc1Cl	110	-0.2
Cc1cc2c(cc1C)NC(CC(N)=O)C(=O)N2 (centres undefined)	100	-0.4
c1ccc2c(c1)CCN2c1nn2nnnc2c2ccccc12	100	-0.7
Cc1ccn2c(=O)cc(COc3ccc(NC(=O)COc4ccc(Cl)cc4)cc3)nc2c1	108	0.4
CCCCNC(=O)c1ccc2c(c1)N=C(CC)c1ccccc1S2	113	0.3
O=c1c2ccccc2n(Cc2ccc(Cl)cc2)c(=O)n1Cc1ccc(Cl)cc1	104	0
Cc1cc(C(=O)N2CCCC2C(=O)O)c(C)o1 (centres undefined)	100	-0.2
CC(NC(=O)CN(C)Cc1cccc(F)c1)c1ccccc1 (centres undefined)	100	-0.4
Cc1ccc(NCCC(=O)O)cc1	104	0.5
Cc1ccc2c(c1)N(CCC(=O)NC1CCC(C)CC1)C(=O)CO2 (centres undefined)	105	1.9
CCO/C=N/Nc1nc(C(F)(F)F)nc2c1cnn2-c1ccccc1	95	-0.7
CCCc1cc(=O)[nH]c(/N=C(/NC(=O)C(C)N2C(=O)c3ccccc3C2=O)Nc2ccccc2)n1 (centres undefined)	99	-0.6
O=c1oc2ccccc2cc1S(=O)(=O)c1ccc(F)cc1	103	0.3
CC1CCN(c2nn3c(=O)c(C(=O)NCc4ccc(Cl)cc4)cnc3s2)CC1	102	-0.9
Cc1cc2nc3c(c(C(F)(F)F)n2n1)CCc1ccccc1-3	101	0
NC(=O)COC(=O)c1cc(-c2ccccc2)nc2ccccc12	102	0.2
CCN(CC(=O)Nc1ccc2c(c1)OCCO2)Cc1cc(=O)oc2cc(C)c(C)cc12	104	0.2
CC1C/C(=N\O)c2cc(Cl)ccc2S1(=O)=O (centres undefined)	104	0.7
O=C(Nc1ccc(F)cc1F)c1ccc(COc2c(F)c(F)cc(F)c2F)o1	100	-0.4
COc1ccc(NC(=O)CSc2nnc(-c3ccc(OC)cc3)s2)cc1	109	0.3
Cn1cc(Br)c(N2C(=O)C=CC2=O)n1	100	-0.6
COc1ccc(/C=C2\SC(=Nc3ccc(N4CCOCC4)cc3)N(C)C2=O)cc1	102	0
N#CC(C#N)=Cc1cccn1-c1ccc(Cl)cc1	101	-0.5
O=C1C(Nc2ccccc2)=CC(c2ccc(Br)cc2)N1c1ccccc1 (centres undefined)	109	1.4
COc1cc2ccc(=O)oc2c(O)c1OCC=C(C)C	114	1.1
O=C(NNc1ccccc1)c1cnn2c(C(F)(F)F)cc(C(F)(F)F)nc12	104	0.4
O=C(O)CCCn1cc(NC(=O)COc2ccccc2F)cn1	106	0.5
CN(CC(=O)N1CCN(Cc2ccc3c(c2)OCO3)CC1)S(=O)(=O)c1cc(Cl)ccc1Cl	102	0.5
O=C(Cn1nnc(-c2ccc(Cl)cc2)n1)NCCCN1CCOCC1	102	0.2
COc1ccccc1N=P12CN3CN(CN(C3)C1)C2	96	-0.3
Cc1ccc(N2CCN(c3ccc(C)cc3)C2c2ccc(C)o2)cc1	104	0.6
CC(C)(C)NC(=O)/C(C#N)=C/c1ccc(OC(F)F)cc1	104	0.1
COc1ccc(CCNC(=O)CCn2c(=O)c3ccccc3n(CC(=O)Nc3cc(Cl)ccc3C)c2=O)cc1OC	105	-0.4
O=S(=O)(c1ccc2c(c1)OCCO2)N1c2cccc3cccc(c23)S1(=O)=O	98	-0.3
Cc1ccc(CNc2ccc(C(=O)O)cc2)cc1	104	1.2
Brc1ccc(C2=Nn3c(Cn4nnc5ccccc54)nnc3SC2)cc1	69*	-5.6*
CCOc1ccccc1OCC(=O)NC(C)c1ccccc1 (centres undefined)	101	0.4
Cc1ccc(-n2c(SCC(=O)c3ccccc3)nc3c([nH]c4ccccc43)c2=O)cc1	111	0.9
CCCc1ccc(-c2cc(N)n[nH]2)cc1	101	0.1
O=C(NCc1cccc(C(F)(F)F)c1)c1ccc(S(=O)(=O)NCc2ccco2)cc1	106	0.5
CCN(CC)S(=O)(=O)c1cccc(C(=O)N2CCc3ccccc32)c1	100	-0.3
c1ccc(CCc2nn3c(COc4ccccc4)nnc3s2)cc1	99	-0.4
Cc1cccc(N2CCN(CCCNc3ncnc4onc(-c5ccc(Cl)cc5)c34)CC2C)c1 (centres undefined)	103	-0.1
CCc1ccc(NC(=O)c2cc3sc(Cl)cc3n2C)cc1	105	0.2
CC(=O)N/C(=C\c1ccccc1)C(=O)Nc1cccc(C#N)c1	103	0.4
O=C(Cc1cccs1)NCC1CCCCC1	97	-0.5
N/C(=N\c1nc2ccccc2o1)NC(=O)c1ccccc1	99	-0.6
CN(Cc1ccccc1)C(=O)C1CCN(S(=O)(=O)c2ccc3c(c2)oc(=O)n3C)CC1	111	0.9
CN1CCN(CCCN2c3ccccc3Sc3ccc(Cl)cc32)CC1	101&102	0.2&0.6

Further records follow:
SMILES	PV pol inh	PV pol inh FP z-score
CCOc1ccccc1-n1nnnc1SC(C)C(=O)OC (centres undefined)	104	0.3
S=c1nc(-c2ccccc2)[nH]c2c1Cc1ccccc1O2	105	1.3
CCOc1ccc(-c2nc3c(c(SCC(=O)Nc4ccccc4C)n2)Cc2ccccc2O3)cc1	106	0.6
CCC(=O)N1CCc2cc(Br)cc(S(=O)(=O)NCCc3ccc(C)cc3)c21	102	-0.2
CCOC(=O)c1ccccc1NC(=O)Cn1ncc2c([nH]c3ccccc32)c1=O	111	0.9
CC(=O)N1CCCC1c1nc2ccccc2n1Cc1ccccc1F (centres undefined)	103	-1.1
C=CC#CC1(O)CC(C)[N+](C)(C)CC1C (centres undefined)	99	-0.4
COc1cc2nc(SCc3cccc(Cl)c3)n3nc(CCn4nc(C)cc4C)nc3c2cc1OC	104	-0.9
CCCC(=O)Nc1ncnc2c1ncn2[C@@H]1O[C@@H]2COP(=O)(O)O[C@@H]2C1OC(=O)CCC (some centres undefined)	100	0
CCOC(=O)CSc1nc2nccnc2c(=O)n1Cc1ccccc1	103	-0.3
COc1cc(C(=O)NCc2cccnc2)ccc1OCc1ccc(Cl)cc1	102	0
O=C(Nc1cccc(C(=O)O)c1)/C(=C\c1ccco1)NC(=O)c1ccc(Br)cc1	100	-0.3
Cc1ccc(NC(=O)CN2C(=O)C(c3ccc(C(C)(C)C)cc3)=NC2(C)C)cc1	32*	-14*
COc1ccccc1NC(=O)Cn1c(=O)n(Cc2ccco2)c(=O)c2oc3ccccc3c21	102	-1
CCCNCC(O)COc1ccccc1C(=O)CCc1ccccc1 (centres undefined)	102&101&98	0.4&0.2&-0.1
O=C(Nc1ccccc1C(F)(F)F)N1Cc2ccccc2Oc2ncccc21	110	0.4
Cc1ccc(N2C(=O)CC3(CCCC3)C2=O)cc1	101	-0.1
CNC(=O)CCCc1nc(-c2ccccc2Cl)no1	100	-0.2
N#CC1(C(=O)OCC(=O)N2CCN(C(=O)COC(=O)C3(C#N)CCCC3)CC2)CCCC1	103	0
C=CCNC(=O)CN1CCC(C(O)(c2ccccc2)c2ccccc2)CC1	103	0.2
Cc1ccc(CN2CCCC(CO)C2)cc1 (centres undefined)	100	0
CCOC(=O)Cc1csc(NS(=O)(=O)c2cn(C)cn2)n1	105	0.1
Cc1[nH]n(-c2nc3ccccc3s2)c(=O)c1C	105	1.1
COc1ccc(-n2nc(C(=O)Nc3cc(C)c(Cl)cc3OC)c3c4ccccc4n(C)c3c2=O)cc1	110	0.8
O=C(O)CN1Cc2ccccc2C1	102	0
CCOC(=O)C1CCN(/C=C(\C#N)S(=O)(=O)c2ccccc2)CC1	111	1.5
CCCOc1ccc(N2CC(C(=O)Nc3cccc(Cl)c3Cl)CC2=O)cc1 (centres undefined)	106	0.5
Cc1ccc(NS(=O)(=O)c2cccc(C(=O)NN3CCOCC3)c2)cc1	101	0
COc1ccccc1NC(=O)Cc1noc(CN(C)Cc2cccs2)n1	102	-0.2
O=C(Cn1ncn2nc(-c3ccccc3)cc2c1=O)NCC1CCCO1 (centres undefined)	101	-0.3
CCCc1nc(NCc2ccccc2)c(C#N)c2c1CCCC2	101	-0.2
CCOC(=O)c1ccc(NC(=O)/C=C/c2cccc(C(F)(F)F)c2)cc1	103	0.4
C1CCOC(CN2CCCC2)OC1	101	-0.3
c1ccc(Nc2ccccc2)cc1	104	0.3
Cc1ccccc1CSc1ncc(Cl)c(C(=O)Nc2nc3ccc(F)cc3s2)n1	103	-0.8
CC(Oc1ccc(C(C)(C)C)cc1)C(N)=O (centres undefined)	98	-0.3
Cn1c(O)c(C=NCC2CCN(C(=S)Nc3ccccc3)CC2)c(=O)n(C)c1=O	100	-0.4
CC(=O)N(Cc1ccccc1)C1CCCc2c1[nH]c1ccc(C)cc21 (centres undefined)	104	0.5
O=C1COc2cc(S(=O)(=O)CCC(=O)N3CCCCCC3)ccc2N1	101	-0.3
Cc1c2ccc(=O)ccc2c(C)n1C	101	-0.1
CCOc1ccc(NC(=O)CC#N)cc1	102	0
O=C(NCc1ccco1)/C(=C\c1ccc(Br)cc1)NC(=O)c1ccccc1	100	0
CCCCN1C(C(=O)c2ccccc2)=C(OC(=O)CC)c2ccccc2S1(=O)=O	112	0.8
CN(C)S(=O)(=O)c1ccc2oc(NN)nc2c1	103	0.1
CC(C)NCc1ccc2c(c1)OCO2	102	-0.1
O=S(=O)(c1ccc(OC(F)(F)F)cc1)N1CCC(O)(c2cccc(C(F)(F)F)c2)CC1	105	1.6
Cc1cc(N2CCOCC2)nc2ccc(NC(=S)NCCC(C)C)cc12	101	-0.5
CCOC(=O)C1=C(CC)Nc2ccccc2N=C1N=Cc1c(O)[nH]c(=O)[nH]c1=O	99	-0.4
CCOC(=O)/C=C/c1ccco1	107	0.5
CCOC(=O)C1=C(CN2CCC(C(=O)OCC)CC2)NC(=O)NC1c1ccccc1 (centres undefined)	102	1.2
O=C1CCCN1c1ccc(C(=O)n2ccnc2)cc1	101	-0.2
CC(=O)N(Cc1cccnc1)c1nc2c(F)cc(F)cc2s1	106	-0.1
CC(=O)Nc1ccc(S(=O)(=O)N2CCC(N3CCN(Cc4ccc(C)cc4)C(=O)C3=O)CC2)cc1	110	0.7
Cc1ccc(C)c(N2CCN(S(=O)(=O)c3ccc4[nH]c5c(c4c3)CCCC5)CC2)c1	113	1.6
O=c1c(O)c(-c2ccc(F)cc2)oc2cc(Cl)ccc12	103	1.6
O=C1c2ccccc2-c2nc3ncnn3c(-c3ccc4c(c3)OCO4)c21	102	0.1
CCc1ccc(S(=O)(=O)c2nnn3c2nc(Nc2cc(OC)cc(OC)c2)c2cc(Cl)ccc23)cc1	106	0.5
O=C(c1ccco1)n1nc(-c2ccc(Cl)cc2)nc1NCc1ccc(F)cc1	106	0.2
O=S(=O)(c1ccc(Oc2ncnc3c2oc2ccccc23)cc1)N1CCOCC1	101	0.2
COc1ccc(Cn2nnnc2CN2CCN(C)CC2)cc1	100	-0.7

The results go on:
SMILES	PV pol inh	PV pol inh FP z-score
CC1(C)CC(NCc2cccnc2)=CC(=C(C#N)C#N)C1	103	0.4
COc1ccc(-c2csc3nc(-c4ccccc4)oc(=O)c23)cc1OC	108	0.7
CN(C)C(=S)Cc1ccc(Cl)cc1	99	-0.2
CNS(=O)(=O)Cc1ccccc1CN	108	0.8
CCCSc1nnc(-c2c[nH]c3ccccc23)n1CC	103	0.2
Cc1cc(-c2ccc(C)c(S(=O)(=O)N3CCC(c4ccccc4)C3)c2)on1 (centres undefined)	102	0.7
C=CCC1C(C)=NN(C(=O)c2ccc(Cl)cc2)C1(C)O (centres undefined)	104	0.2

Ordered by SMILES length (largest number first): part of the list above
SMILES	PV pol inh	PV pol inh FP z-score
CC(=O)Nc1ccc(S(=O)(=O)N2CCC(N3CCN(Cc4ccc(C)cc4)C(=O)C3=O)CC2)cc1	110	0.7
CCc1ccc(S(=O)(=O)c2nnn3c2nc(Nc2cc(OC)cc(OC)c2)c2cc(Cl)ccc23)cc1	106	0.5
Cc1ccc(C)c(N2CCN(S(=O)(=O)c3ccc4[nH]c5c(c4c3)CCCC5)CC2)c1	113	1.6
Cc1cc(-c2ccc(C)c(S(=O)(=O)N3CCC(c4ccccc4)C3)c2)on1 (centres undefined)	102	0.7
O=S(=O)(c1ccc(Oc2ncnc3c2oc2ccccc23)cc1)N1CCOCC1	101	0.2
O=C1c2ccccc2-c2nc3ncnn3c(-c3ccc4c(c3)OCO4)c21	102	0.1
COc1ccc(-c2csc3nc(-c4ccccc4)oc(=O)c23)cc1OC	108	0.7
C=CCC1C(C)=NN(C(=O)c2ccc(Cl)cc2)C1(C)O (centres undefined)	104	0.2
CC1(C)CC(NCc2cccnc2)=CC(=C(C#N)C#N)C1	103	0.4
COc1ccc(Cn2nnnc2CN2CCN(C)CC2)cc1	100	-0.7
O=C1CCCN1c1ccc(C(=O)n2ccnc2)cc1	101	-0.2
CN(C)C(=S)Cc1ccc(Cl)cc1	99	-0.2
CNS(=O)(=O)Cc1ccccc1CN	108	0.8
CCOC(=O)/C=C/c1ccco1	107	0.5
